Assay outcomes from PubChem BioAssay.
M1 ag – agonists of human M1 muscarinic receptor. P11229. CHO-K1 hM1, Fluo-8 calcium fluorescence, agonist mode; 0% DMSO, 100% acetylcholine EC100. activation, % at 3 µM. hit rate 0.33% among 360,000. AID 588814;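 active = activation above the run's mean compound activation plus 3 SD, cut at about 16% in these data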;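 also: peak over basal fluorescence ratio within a 140 s kinetic read after compound addition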
Target sequence (P11229 whole entry, looked up): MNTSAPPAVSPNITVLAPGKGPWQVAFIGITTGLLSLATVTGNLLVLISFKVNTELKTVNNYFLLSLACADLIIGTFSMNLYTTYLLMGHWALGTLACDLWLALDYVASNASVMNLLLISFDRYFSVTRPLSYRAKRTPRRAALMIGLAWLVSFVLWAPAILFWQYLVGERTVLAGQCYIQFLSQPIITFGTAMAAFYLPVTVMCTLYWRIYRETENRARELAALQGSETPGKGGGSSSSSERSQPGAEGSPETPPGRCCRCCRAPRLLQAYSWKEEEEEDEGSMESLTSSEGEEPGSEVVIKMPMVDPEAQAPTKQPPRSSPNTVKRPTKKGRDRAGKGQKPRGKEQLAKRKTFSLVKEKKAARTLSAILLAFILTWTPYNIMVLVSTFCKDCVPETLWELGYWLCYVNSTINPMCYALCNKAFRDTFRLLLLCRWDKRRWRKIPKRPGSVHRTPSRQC
M1 antag – blocks human M1 muscarinic receptor. CHO-K1 hM1, Fluo-8 calcium fluorescence, ACh EC80 antagonist. inhibition, % at 3 µM. hit rate 1.3% among 360,000. AID 588852;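 active = percent inhibition above its own plate's cutoff, namely the mean of that plate's compound wells plus 3 SD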;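 also: peak over basal fluorescence ratio during 140 s after agonist addition; 0% = ACh EC80 plus DMSO and 100% = DMSO alone without agonist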
TAAR1 agonist – agonists of human TAAR1; CHO RD-HGA16 TAAR1, Fluo-8 calcium fluorescence; vehicle wells 0%, saturating PEA agonist 100%; activation, % at 3 µM; hit rate 0.99% among 360,000;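 active = activation above the mean activation of all test compounds in the run plus 3 SD, cut at about 38% in these data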
Target sequence (Q96RJ0 whole entry, looked up): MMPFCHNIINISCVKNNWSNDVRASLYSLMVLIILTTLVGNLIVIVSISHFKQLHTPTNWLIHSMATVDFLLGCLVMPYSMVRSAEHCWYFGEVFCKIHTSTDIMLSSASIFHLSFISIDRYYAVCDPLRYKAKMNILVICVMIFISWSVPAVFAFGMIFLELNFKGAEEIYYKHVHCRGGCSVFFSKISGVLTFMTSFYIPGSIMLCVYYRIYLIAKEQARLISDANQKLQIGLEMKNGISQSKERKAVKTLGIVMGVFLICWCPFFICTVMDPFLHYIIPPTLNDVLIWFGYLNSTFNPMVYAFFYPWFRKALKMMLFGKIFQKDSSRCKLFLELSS
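Test system: RD-HGA16 (CHO) cells co-expressing Gα16 and hTAAR1 | Doses: Single dose, 3 µM | Schedule: 17-24 h seeding, 75 min 37 °C dye, 30 min RT | Evaluation: % activation from peak over basal fluorescence ratio, DMSO-to-PEA scaled | Technique: Kinetic Fluo-8 calcium fluorescence | Benchmarks: Low control DMSO, high control PEA (EC100)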
TAAR1 antagonist – antagonists of human TAAR1 | Q96RJ0 | inhibition, % at 3 µM | hit rate 1.5% among 360,000 | CHO RD-HGA16 TAAR1, Fluo-8 calcium fluorescence, antagonist;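 active = inhibition above a per-plate cutoff, the mean inhibition of test compounds on that plate plus 3 SD, cut at about 49% in these data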;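 also: 0% = DMSO plus EC80 beta-PEA response and 100% = DMSO alone without agonist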
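Test system: hTAAR1-expressing CHO RD-HGA16 cells, Gα16-coupled; Probe or stimulus: EC80 β-phenethylamine stimulus; Compound dosing: single nominal final test compound concentration of 3 µM; Timing: 140 s kinetic read after compound, 140 s after agonist; Signal: Fluo-8 calcium-sensitive fluorescence; Measure: % inhibition of agonist calcium response; Controls: DMSO and EC80 PEA controls.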
CHO parental Ca – counter-screen: ATP calcium response change in parental CHO cells; parental CHO-K1, ATP-induced calcium, Fluo-8 fluorescence; inhibition, % at 5.6 µM; hit rate 0.63% among 330,000;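 active = inhibition above that plate's mean sample inhibition plus 3 SD, cut at about 26% in these data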;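 also: 0% = ATP-challenged DMSO wells and 100% = DMSO wells without ATP; some compounds past the cut are filed as inactive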
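Assay system – parental CHO cells · Reagent – ATP stimulus · Detection – intracellular calcium via Fluo-8 no-wash fluorescent dye · Evaluation – percent inhibition of ATP-evoked calcium rise, normalized to controls · Controls – ATP wells versus no-ATP DMSO wells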
M1 ag parental – M1 agonist counterscreen hit in parental CHO-K1 cells; hit rate 0.48% among 360,000; Fluo-8 calcium fluorescence; scaled to maximal ATP response, vehicle zero; activation, % at 3 µM; in the data active = activation above about 15%;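 also: untransfected CHO-K1 host cells lacking M1 receptor as counterscreen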
M1 PAM parental – M1 PAM counterscreen hit in parental CHO-K1 cells; ATP EC20, Fluo-8 calcium fluorescence; 0% at ATP EC20, 100% at ATP max; activation, % at 3 µM; hit rate 0.02% among 360,000; AID 602247;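 active = activation above the run cutoff, the mean activation of all test compounds plus 3 SD, cut at about 40% in these data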;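 also: peak over basal fluorescence ratio in a 140 s read after ATP addition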
OXTR potentiator – potentiates the human oxytocin receptor response | P30559 | CHO-OTR cells, Fluo-8 calcium fluorescence, potentiator mode; 0% = oxytocin EC15, 100% = EC100 | activation, % at 3 µM | hit rate 0.061% among 320,000 | AID 2445;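 active = activation above that plate's cutoff, the mean activation of tested compounds plus 3 SD, cut at about 6.6% in these data, passing the limit was not always enough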;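 also: 100% uses oxytocin at 75 nM as the full agonist control; some results filed as inactive read as strong as hits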
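Assay system: CHO-OTR cells, human receptor / Also added: oxytocin at about EC15, sub-maximal agonist stimulus / Dosing: single dose, 3.0 µM nominal final compound concentration / Incubation: 6 min pre-incubation, 100 s read / Technique: Fluo-8 calcium dye fluorescence / Read-out: % activation vs EC15 and EC100 oxytocin / Benchmarks: EC15 oxytocin low, 75 nM oxytocin high / Replicates: singlicate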
CHO-K1 Ca antag – counter-screen for M1 antagonists: effect in parental CHO-K1 cells | ATP-induced calcium, Fluo-8 fluorescence | inhibition, % at 3 µM | hit rate 0.6% among 360,000;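 active = inhibition above a per-plate cutoff, the plate's mean sample inhibition plus 3 SD, cut at about 24% in these data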;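 also: 0% = DMSO plus EC80 ATP and 100% = DMSO alone without ATP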
* = called active by the depositor; nt = not tested or not shown.

SMILES	M1 ag	M1 antag	TAAR1 agonist	TAAR1 antagonist	CHO parental Ca	M1 ag parental	M1 PAM parental	OXTR potentiator	CHO-K1 Ca antag
Cn1cc(C(=O)Nc2ccc3c(c2)CCC3)cn1	-2.1	-1.3	0.9	-3.5	-5.0	-0.2	6.5	-1.6	0.4
COc1cc(OC)c(NC2c3ccccc3C(=O)N2c2cc(C)ccn2)cc1Cl (stereo not drawn)	-6.8	-15.0	-1.5	-13.2	-14.7	-0.4	13.2	2.1	-5.7
O=C(O)CSc1c2c(nc3cc(C(=O)N4CCCC4)ccc13)CCCC2	0.8	-11.0	2.0	-0.4	0.5	0.1	23.3	-2.1	-8.9
CCn1c(SCC(=O)Nc2cc(C)on2)nnc1-c1cccnc1	-5.6	-3.1	nt	nt	-1.3	0.5	4.8	-0.7	-17.2
CC(C)(C)OC(=O)N[C@@H](Cc1ccccc1)c1nnc(SCC(=O)O)o1	-2.9	-14.3	16.0	4.8	-1.3	0.3	-8.4	-9.5	6.7
O=C(COc1ccc([N+](=O)[O-])cc1Cl)N1CCc2ccccc21	-2.8	-1.5	0.8	3.1	-13.0	0.7	13.9	-10.2	-13.4
O=C(Nc1ccccc1)c1ccccc1NC(=O)C1CCCCC1	-5.0	-15.9	11.4	5.7	-33.5	0.1	0.2	-4.3	-1.4
Cc1cc(NC(=O)CN2C(=O)NC(C)(CC(C)C)C2=O)no1 (stereo not drawn)	-1.1	0.5	4.0	-1.9	-1.5	0.8	7.5	-4.4	-8.6
Cc1ccccc1NC(=O)Cc1nc(COC(=O)c2cccc(C)c2O)cs1	-1.3	16.8	-0.1	-23.0	-17.7	7.7	26.3	-6.5	-10.2
Cc1ccccc1SCC(=O)Nc1ccc(N2CCOCC2)cc1	-2.9	0.6	0.4	-3.1	-14.2	1.9	15.2	-19.1	-17.2
C=CCNC(=S)Nc1ccc(C)c(S(=O)(=O)N2CCCCC2)c1	-2.5	-3.9	3.8	-11.7	0.5	9.8	13.1	-22.1	-11.2
C=CCOc1ccc(/C=C/C(=O)N2CCCN(S(=O)(=O)c3c(C)noc3C)CC2)cc1	-3.5	20.8	2.4	-11.5	nt	0.3	-10.7	nt	12.0
Cc1c(C)c2ccc(OC(C)C(=O)NCc3ccccn3)cc2oc1=O (stereo not drawn)	-1.4	5.2	1.0	5.0	-12.8	0.4	-2.0	-9.8	-3.7
O=C1CSC(c2ccco2)N1 (stereo not drawn)	-2.7	-8.7	7.9	4.9	25.7	0.0	13.3	-9.0	-11.2
Nc1ccc2c3c(cccc13)C(=O)N(c1ccccc1)C2=O	121.4*	52.0*	403.3*	85.0*	nt	50.2*	-19.9	nt	25.7*
O=C(Nn1cnnc1)c1cc2cc(Br)ccc2oc1=O	-4.5	2.3	6.5	-9.0	-5.9	1.0	25.1	-5.5	-5.4
c1ccc(-n2nnnc2NCCc2c[nH]c3ccccc23)cc1	1.2	-3.6	4.6	13.5	-10.2	4.2	15.3	-24.7	-6.8
CC(=O)c1cc(CC(=O)N2CCc3c([nH]c4ccccc34)C2c2ccccn2)cs1 (stereo not drawn)	-13.4	-5.1	5.6	8.1	-33.3	0.9	9.2	-7.1	-7.0
Cc1cc(Cl)cc(C)c1OCC(=O)O	-1.6	-23.8	12.7	11.4	-10.1	0.5	17.8	-5.2	-7.1
CCCCc1ccc(S(=O)(=O)NC(=O)C2(C)CCN2C(=O)Cc2ccccc2)cc1 (stereo not drawn)	-2.2	-6.9	1.6	-8.9	nt	0.5	13.4	nt	-6.6
O=C1/C(=C/c2ccc(N3CCCC3)cc2)NC(=S)N1C1CC1	33.7*	34.5*	177.5*	99.1*	57.7*	56.2*	-10.6	-15.1	44.7*
Cc1ccc(NC(=O)CN2CCc3ccccc3C2)cc1F	-3.7	-24.3	4.5	-29.6	-0.6	0.0	4.6	-5.8	-10.7
O=C(OCc1nnc(-c2ccccc2)o1)c1ccco1	-3.1	-12.5	16.3	-3.3	-0.4	0.3	17.7	-6.3	-10.0
O=C(CSc1nc(NS(=O)(=O)c2ccccc2)cc(=O)[nH]1)Nc1ccc(Cl)cc1	-3.4	-0.3	5.6	14.8	nt	1.1	21.8	nt	-16.7
O=C(c1ccc(=O)[nH]c1)N(Cc1ccco1)C1(C(=O)NC2CCCC2)CCCCC1	-3.2	-25.8	11.0	-13.7	-9.5	0.9	15.4	-14.1	-9.3
CC(=NNC(=S)Nc1ccc(C)cc1)c1ccccn1	-2.5	4.5	-2.2	-18.2	nt	-0.8	-12.2	nt	9.1
Cc1ccc(NC(=O)C(c2ccc(Cl)cc2)N2CCCCC2)cc1 (stereo not drawn)	-3.5	-8.4	3.2	-2.6	nt	0.1	15.7	nt	-12.1
CCN(Cc1cnn(C)c1)Cc1nc(C(c2ccccc2)c2ccccc2)no1	-5.5	-12.4	1.3	-13.1	-23.2	0.2	-18.8	-1.6	8.4
COc1ccc(NC(=O)CSc2nc(N)cc(N)n2)cc1S(=O)(=O)N1CCCCC1	-3.6	-5.8	0.4	9.1	-0.8	-0.5	18.6	-4.7	-4.4
CCSc1nc(-c2ccccc2)c(-c2ccccc2)n1CC(O)CO (stereo not drawn)	-7.9	1.6	1.2	5.8	-18.2	1.0	12.6	-6.0	-1.5
C[C@H](NC(=O)c1[nH]cnc1C(=O)Nc1ccccc1)c1ccccc1	-4.2	13.2	15.0	14.1	-7.5	0.5	22.7	-4.2	-17.9
CCc1cccc(CC)c1NC(=O)CO/N=C(\C)c1cccs1	-7.8	-1.0	1.0	3.8	-0.2	0.8	11.8	-3.4	3.1
CC(C)(C)OC(=O)N/N=C\c1ccc(OC(=O)c2ccco2)cc1	-6.7	10.6	1.1	4.7	-19.5	0.4	-17.3	-4.9	21.6
O=C(CNC(=O)c1cccc(S(=O)(=O)N2CCc3ccccc32)c1)Nc1ccccc1Br	-3.8	15.3	3.4	37.5	nt	3.3	10.2	nt	-10.7
CCCN(CC(=O)Nc1ccccc1C)C(=O)c1cn2ccccc2n1	-5.2	-8.0	2.6	9.2	-8.4	0.6	18.6	-3.6	-12.6
N#C/C(=C\c1ccccn1)c1nc2ccccc2s1	27.6*	26.3	71.7*	75.0*	44.5*	33.9*	-11.5	-16.1	34.4*
CCn1c(SCC(=O)N2c3ccccc3CC2C)nnc1-c1ccco1 (stereo not drawn)	-2.6	1.6	5.5	-6.4	-17.1	0.8	10.0	-4.8	-4.8
CCOC(=O)CN1CCC(C2(c3cc4ccccc4[nH]3)OCCO2)CC1	2.8	-3.3	7.3	-9.1	nt	1.6	11.9	nt	3.1
CCN(CC(=O)NC(=O)Nc1ccccc1F)Cc1ccccc1	-5.7	4.4	4.7	-27.7	-18.4	-0.1	11.1	-5.5	4.9
O=C(NCc1ccccc1C(F)(F)F)C1CCC(=O)N(C2CCCCCC2)C1 (stereo not drawn)	-1.5	21.7	5.8	-24.4	-22.2	1.0	-2.3	-8.1	3.3
COc1ccc(N2CCN(CCNC(=O)Nc3ccc(Cl)cc3)CC2)cc1	-0.3	3.4	32.8	40.1	-16.9	9.8	21.1	-11.8	-20.9
COc1ccc(NC(=O)C2CCCN2C(=O)Nc2ccc(OC)cc2)cc1 (stereo not drawn)	-3.1	7.0	1.5	-11.1	nt	-0.1	-3.9	nt	-5.8
CCOC(=O)c1csc(NC(=O)CSc2nnnn2-c2ccc(OC)cc2)n1	2.2	-3.4	53.3*	-3.5	-16.5	1.3	4.9	-6.6	-8.3
CC1=C(C)CC(C(=O)NNC(=O)c2csc3c2CCC(C(C)(C)C)C3)C(C(=O)O)C1 (stereo not drawn)	-11.1	-3.4	4.0	-6.5	-15.5	2.7	27.1	-4.1	-0.4
COc1cccc(CNCc2ccc(SC)cc2)c1OC	-10.4	-3.0	2.9	-13.0	-12.2	2.0	12.6	0.5	-18.9
CCOc1ccc(NC(=O)N2CCC(c3ccc(C)cc3)C2)cc1 (stereo not drawn)	-6.3	-11.7	51.0*	38.1	-8.3	1.8	15.7	-4.5	-32.1
CC(C)CC(=O)N1CCN(Cc2ccccc2Br)CC1	-7.5	-18.7	12.1	-14.2	-6.0	0.8	11.2	1.7	-8.0
CCN(C(=O)CN1C(=O)c2ccccc2S1(=O)=O)C1CCCCC1	-3.9	0.4	0.7	-39.1	10.6	1.2	3.8	-0.2	-3.6
CC1(C)CC(NC(=O)CCC2CCCC2)CC(C)(C)N1	-5.2	12.3	6.9	-3.1	-8.8	-0.1	7.8	-3.6	-9.2
COc1ccc(OCCCC(=O)Nc2ccc(S(=O)(=O)N3CCOCC3)cc2)cc1	1.5	-4.2	9.4	21.7	-14.8	-0.1	-3.0	-5.9	19.9
Cn1c(=O)[nH]c(=O)c2c1nc(N/N=C/C(Br)=C/c1ccccc1)n2CCO	-4.9	-5.6	1.0	-11.6	5.3	-0.1	10.9	-4.3	-16.2
CC(=O)NC12CC3CC(C1)CC(C(=O)N1CCN(C(=O)c4ccco4)CC1)(C3)C2	-2.5	-5.8	1.5	-26.1	-13.0	0.1	-6.1	10.2	-3.0
COC(=O)c1cn(-c2ccccc2)nc1-c1ccc(OC)cc1	-5.3	5.2	5.8	-17.9	-23.4	0.2	-2.0	1.0	1.7
CCOC(=O)c1cnc(SCc2ccc(C(C)(C)C)cc2)nc1N	-4.2	0.7	5.1	12.0	-29.1	0.2	18.1	-7.5	-4.5
CCOC(=O)C(CC)(CCC(=O)O)c1csc(Nc2ccc(C)cc2)n1 (stereo not drawn)	-4.2	-6.7	3.7	-14.6	-8.2	-0.3	-7.8	-4.0	-5.6
CCOC(=O)CC1CCCCN1Cc1cn[nH]c1-c1ccc(F)cc1F (stereo not drawn)	-7.1	-8.2	1.9	-26.7	-7.6	1.2	10.2	-3.1	-20.9
CCCS(=O)(=O)N1CCCC(C(=O)c2ccccc2OC)C1 (stereo not drawn)	-0.2	1.7	7.0	-18.3	-14.4	1.9	17.2	-3.9	-5.3
CCN1C(=O)c2ccc(C(=O)NCc3ccccc3)cc2C1=O	0.0	7.2	10.0	11.5	-14.0	1.5	11.1	-2.4	-2.2
CCCSc1nc(N)nc(-c2cccs2)c1C#N	-3.0	-5.6	11.8	-2.9	-32.1	-0.5	-1.8	-9.5	-9.1
